D1 potentiator: human D1 dopamine receptor positive modulation. P21728. HEK293 TREx D1 cells, calcium flux, dopamine EC20 potentiation. potentiation, % at 10 µM. 360,000 tested, 0.036% active; in the data active means potentiation above about 30%; further: 0% is about no effect
Target sequence (P21728 whole entry, looked up): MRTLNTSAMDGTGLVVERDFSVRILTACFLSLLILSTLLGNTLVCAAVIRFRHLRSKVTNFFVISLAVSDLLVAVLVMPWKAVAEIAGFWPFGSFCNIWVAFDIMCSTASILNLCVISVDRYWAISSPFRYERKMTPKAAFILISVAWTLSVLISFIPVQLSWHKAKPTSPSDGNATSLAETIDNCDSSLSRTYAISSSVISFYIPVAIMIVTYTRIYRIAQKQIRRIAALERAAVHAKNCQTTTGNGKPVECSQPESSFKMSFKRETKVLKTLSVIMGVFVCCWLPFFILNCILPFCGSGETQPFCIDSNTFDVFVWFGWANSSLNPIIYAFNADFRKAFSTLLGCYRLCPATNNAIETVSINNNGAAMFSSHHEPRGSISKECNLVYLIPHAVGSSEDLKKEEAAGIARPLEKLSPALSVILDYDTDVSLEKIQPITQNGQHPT
D1 antagonist: human D1 dopamine receptor antagonism; HEK293 TREx D1 cells, calcium flux, dopamine EC80; active compounds read low; activity change, negative = inhibition, % at 10 µM; 360,000 tested, 3.2% active; in the data active means activity change below about -30%; further: on the % scale 0 is the no-effect control and ±100 the full control effect
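HEK293 T-REx cells expressing inducible, force-coupled D1 receptor; no-wash Ca dye, 30–90 min RT. Cmpd → 180 s read at 1 Hz → EC80 DA → 180 s read.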
Vif-A3F inh: blocks the Vif interaction with APOBEC3F; HeLa A3F-eYFP + Vif (tagged APOBEC3F with the HIV-1 protein that degrades it), YFP fluorescence increase; Potency, µM (titrated, usually from 46.1 µM), without a hit: at the highest dose activity, negative = active; 390,000 tested, 0.2% active; further: potency means the concentration at half of the fitted maximal effect; % of control where 0% means no effect; nearly all actives have a fitted effect of over 65% in size
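HeLa cells stably expressing Vif plus C-terminally eYFP-tagged A3F were seeded, incubated overnight at 37 deg C, dosed with compound, incubated overnight again at 37 deg C. Yellow fluorescence (Ex 488/Em 500-530) reported blocked Vif-mediated A3F-eYFP degradation.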
D1 agonist: activates the human D1 dopamine receptor | P21728 | HEK293 T-REx D1 cells, calcium flux, agonist mode | activation, % at 2 µM | 360,000 tested, 1% active; in the data active means activation above about 30%; further: 0% is about no effect
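Agonism was scored from calcium flux recorded over 180 s (1 read/s) after pintool compound addition, following a 10-cycle baseline. Cells were inducible force-coupled HEK293 TREx D1, plated overnight at 30 C and loaded with no-wash calcium dye.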
Glioma ERSR ind: induces the endoplasmic reticulum stress response in human glioma cells; U87-MG GRP78 promoter luciferase reporter, 16 h; Potency, µM, for the others: top-dose activation, usual class: activators; 420,000 tested, 0.02% active; AID 602332; further: potency means the concentration at half of the fitted maximal effect; series mostly up to about 76 µM; % of control where 0% means no effect; nearly all actives have a fitted effect of over 35% in size
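ERSR induction read as luciferase luminescence (Bright-Glo, 10 min at room temperature) in stably transfected human U87-MG glioma cells exposed to compounds for 16 h, using GRP78 as sensor.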
Vif-A3G inh: inhibitors of Vif-APOBEC3G interaction | HeLa A3G-eYFP + Vif (tagged APOBEC3G with the HIV-1 protein that degrades it), YFP fluorescence, overnight | Q9HC16 | 410,000 tested, 0.076% active | Potency, µM (series often up to 46.1 µM), for inactives: at the highest dose activity, negative = active, actives largely listed as inhibitors;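 further: potency means the concentration at half of the fitted maximal effect; on the % scale 0 is the no-effect control and ±100 the full control effect; nearly all actives have a fitted effect of over 60% in size; hits raise eYFP signal because A3G escapes Vif-driven loss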
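HeLa cells stably expressing Vif and C-terminally eYFP-tagged A3G, seeded overnight at 37 deg C, then exposed to compound by pintool overnight at 37 deg C. Rise in yellow fluorescence (Ex 488/Em 500-530, Acumen) marks blocked Vif-driven A3G degradation.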
RXFP1 antagonist: blocks the human relaxin receptor RXFP1; Q9HBX9; HEK293-RXFP1, relaxin-stimulated cAMP HTRF, 30 min; active compounds read low; activity change, negative = inhibition, % at 57.5 µM; 350,000 tested, 0.59% active; AID 1259400;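 active means activity change of -60% or lower, but not beyond a set lower limit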; further: on the % scale 0 is the no-effect control and ±100 the full control effect
RXFP1 ag: agonists of human relaxin receptor RXFP1 | Potency, µM (doses to about 57.5 µM), for the others: at the highest dose activation, usual class: activators | 370,000 tested, 0.3% active | HEK293T-RXFP1 cAMP TR-FRET, 30 min; response scale: percent of porcine relaxin response, buffer zero | Q9HBX9; further: potency means the concentration at half of the fitted maximal effect; on the % scale 0 is the no-effect control and ±100 the full control effect; nearly all actives have a fitted effect of over 60% in size; many of its hits are not listed in these tables
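HEK293T cells stably expressing RXFP1 were pretreated with the PDE4 inhibitor Ro 20174, exposed to compounds for 30 min at 37C, lysed, and cAMP was read by TR-FRET. Data normalized to buffer (basal) and 29 nM porcine relaxin (100%).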
D2 potentiator: positive allosteric modulators of human D2 dopamine receptor; 340,000 tested, 0.34% active; AID 485347; potentiation, % at 10 µM; HEK293 T-REx D2, calcium flux, EC20 dopamine potentiation;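 active means potentiation over 3 SD above the plate norm, cut at about 30% in these data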; further: 0% is about no effect
Target sequence (P14416 whole entry, looked up): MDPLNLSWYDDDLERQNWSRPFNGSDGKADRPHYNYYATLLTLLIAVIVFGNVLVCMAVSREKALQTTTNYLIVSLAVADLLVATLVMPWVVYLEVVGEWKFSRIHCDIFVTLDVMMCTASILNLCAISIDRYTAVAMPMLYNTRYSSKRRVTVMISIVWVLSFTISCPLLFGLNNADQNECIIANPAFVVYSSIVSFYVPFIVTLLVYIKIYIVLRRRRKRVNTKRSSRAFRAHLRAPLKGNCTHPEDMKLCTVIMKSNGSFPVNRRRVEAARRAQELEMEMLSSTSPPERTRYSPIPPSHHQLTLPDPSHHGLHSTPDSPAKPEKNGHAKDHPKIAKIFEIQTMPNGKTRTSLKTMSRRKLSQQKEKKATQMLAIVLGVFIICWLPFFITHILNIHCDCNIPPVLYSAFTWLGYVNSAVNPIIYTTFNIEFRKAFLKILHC
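Using a no-wash calcium dye in inducible, force-coupled HEK293 Trex cells expressing D2, we tracked fluorescence each second for 180 s after compound, then for 180 s after EC20 dopamine to detect augmented signalling.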
* marks the source's active call; other numbers are inactive results; . = no result given; & = joins results of further samples. Unless noted, the call rests on the fitted dose curve; in most records, active means well fitted curve in the direction sought with a large enough effect; inconclusive means small, poorly fitted or top-dose-only effect, or another doubt; inactive means no such curve, though single readings can be large; an effect the other way counts as inactive or inconclusive.

Values run as follows: D2 potentiator	RXFP1 ag	Glioma ERSR ind	RXFP1 antagonist	D1 agonist	Vif-A3F inh	D1 antagonist	D1 potentiator	Vif-A3G inh
[1] CCC(C)(C)NC(=O)C(c1ccc(F)cc1)N(Cc1cccc(OC)c1)C(=O)c1cnccn1 (stereo not drawn)
→ 3	-1.9%	-5%	12	-1	12%	3	2	0%
[2] Cc1cc(C)c(S(=O)(=O)c2ccccc2C(=O)O)c(C)c1
→ -2	-1.1%	-1%	-2	-1	3%	.	-1	-1%
[3] COc1cccc(/C=N/NC(=O)C(=O)N2CCCCCC2)c1OC
→ -20	-0.1%	-1%	7	2	1%	13	6	-1%
[4] CC1CCN(c2ccc(-c3nc(-c4ccccc4)no3)cc2[N+](=O)[O-])CC1
→ 12	-3.9%	-6%	-11	1	-3%	4	-1	-2%
[5] C[C@H]1CN(CCc2ccccc2)C(=O)[C@@H]1CC(=O)Nc1ccc(Br)cc1
→ .	.	2%	3	.	0%	.	.	2%
[6] O=C(COC(=O)C1=COCCO1)Nc1ccc(F)cc1
→ -13	0.3%	1%	-3	2	-20%	-15	1	2%
[7] CCOC(=O)CCC(=O)N1CCOCCN(C(=O)CCC(=O)OCC)CCOCC1
→ 1	2.2%	-4%	0	1	-1%	-2	-4	0%
[8] CCOC(=O)c1c(NC(=O)CSc2cn(CCNC(=O)c3ccc(OC)c(OC)c3)c3ccccc23)sc2c1CCCC2
→ -6	-1.7%	2%	.	2	-12%	-5	-3	-2%
[9] Nc1c(Cl)nc(-c2ccccc2)nc1Cl
→ -3	0.4%	-4%	-6	0	3%	-14	-6	-1%
[10] COc1ccc(CCNC(=O)c2ccc3c(c2)N(Cc2ccc(C)cc2)CCS3)cc1OC
→ 5&-9	13%&11%	-4%&-4%	6&14	6&3	9%&-5%	5&-21	1&-3	-4%&2%
[11] CC(CCc1ccccc1)NC(=O)CNC(=O)c1ccccc1Br (stereo not drawn)
→ -1	0.3%	-4%	-6	0	2%	-2	-4	2%
[12] CCC(Sc1nc(-c2ccccc2F)nc2c1Cc1c(CO)cnc(C)c1O2)C(=O)Nc1cc(C)ccc1C (stereo not drawn)
→ -9	0.9%	-2%	-15	0	-3%	-4	4	-4%
[13] COc1ccc(NC(=O)CCc2nnc3ccc(N4CCC(C)CC4)nn23)cc1
→ -3	4.6%	-2%	5	2	12%	18	0	0%
[14] COc1cccc(/C=N/NC(=O)CCCC(=O)Nc2ccc(Br)cc2)c1
→ 12	-0.1%	-2%	.	1	8%	-6	-3	2%
[15] CCOC(=O)N1CCC(NC(=O)C(Cc2ccccc2)NC(=O)c2ccco2)CC1 (stereo not drawn)
→ .	-1.4%	-2%	1	0	-2%	-7	-5	-5%
[16] Cc1ccccc1C(=O)Nc1ccc(N2CCN(C(=O)c3ccco3)CC2)cc1
→ 10	-4.2%	1%	2	3	7%	0	-8	-4%
[17] CC(=O)NC1CC2CCCC(C1)N2C(=O)Nc1ccc(Cl)cc1 (stereo not drawn)
→ .	.	-4%	-2	.	5%	.	.	-2%
[18] CC(C)(C)n1ncc2c(=O)n(CC(=O)c3ccc(Cl)cc3)cnc21
→ 0	5.7%	-1%	-5	6	3%	-9	-1	-3%
[19] CC1=C(C(=O)Nc2ccccc2C(=O)N2CCN(c3ccccc3)CC2)SCCO1
→ .	.	-2%	4	.	0%	.	.	4%
[20] COc1ccc(/C=N/N=C2\CC3CCC2(C)C3(C)C)cc1O (stereo not drawn)
→ 8	3.7%	2%	-13	3	4%	6	-1	0%

3 entries from above, as labelled records.
4) CC1CCN(c2ccc(-c3nc(-c4ccccc4)no3)cc2[N+](=O)[O-])CC1
  D2 potentiator = 12
  RXFP1 ag = -3.9%
  Glioma ERSR ind = -6%
  RXFP1 antagonist = -11
  D1 agonist = 1
  Vif-A3F inh = -3%
  D1 antagonist = 4
  D1 potentiator = -1
  Vif-A3G inh = -2%

2) Cc1cc(C)c(S(=O)(=O)c2ccccc2C(=O)O)c(C)c1
  D2 potentiator = -2
  RXFP1 ag = -1.1%
  Glioma ERSR ind = -1%
  RXFP1 antagonist = -2
  D1 agonist = -1
  Vif-A3F inh = 3%
  D1 antagonist = .
  D1 potentiator = -1
  Vif-A3G inh = -1%

18) CC(C)(C)n1ncc2c(=O)n(CC(=O)c3ccc(Cl)cc3)cnc21
  D2 potentiator = 0
  RXFP1 ag = 5.7%
  Glioma ERSR ind = -1%
  RXFP1 antagonist = -5
  D1 agonist = 6
  Vif-A3F inh = 3%
  D1 antagonist = -9
  D1 potentiator = -1
  Vif-A3G inh = -3%

(listing goes on)
Values run as follows: D2 potentiator	RXFP1 ag	Glioma ERSR ind	RXFP1 antagonist	D1 agonist	Vif-A3F inh	D1 antagonist	D1 potentiator	Vif-A3G inh
[21] C(=N/N1CCN(c2ccccc2)CC1)/c1cccs1
→ 23	-0.1%	5%	-1	0	-5%	15	-1	1%
[22] CN(Cc1ccccc1)S(=O)(=O)c1ccc(S(=O)(=O)N(Cc2ccc(F)cc2)C2CCCC2)cc1
→ 15	-2.9%	0%	2	-3	-8%	.	-2	1%
[23] COCCCn1c(=N)c(C(=O)NC2CCCC2)cc2c(=O)n3cc(C)ccc3nc21
→ 7	0.3%	-2%	.	86*	1%	5	0	-1%
[24] Cc1ccc(C(=O)NCC(=O)OCC(=O)NC(C)C2CC3CCC2C3)cc1 (stereo not drawn)
→ 2	-1.1%	-2%	-18	9	-18%	-15	-1	0%
[25] CN(CC(=O)Nc1ccccc1Br)C(=O)c1ccc2c(=O)n3c(nc2c1)CCC3
→ -10	2.8%	1%	3	4	-10%	19	3	-7%
[26] COc1ccc(-c2cc(C(=O)Nc3ccc(OC)c(OC)c3)no2)cc1
→ -6	9.3%	-3%	-15	2	10%	6	-5	2%
[27] Cc1nc(NC(=O)/C=C/c2ccccc2)sc1C(=O)N(C)C
→ 1	-0.7%	4%	-1	1	-6%	-15	4	1%
[28] Cc1ccc(NC(=O)Nc2ccc3snnc3c2)cc1C
→ -4	-1.0%	-2%	.	30	-1%	-29	-3	3%
[29] Cc1c(OC(C)C(=O)NCc2ccccn2)ccc2c3c(c(=O)oc12)CCC3 (stereo not drawn)
→ 8	0.4%	2%	3	7	2%	31	2	0%
[30] Cc1cc(-c2n[nH]c(=S)n2Cc2ccco2)n(C)n1
→ -4	-0.6%	-2%	-4	1	-5%	-2	8	2%
[31] CN(CCc1ccccc1)C1CCCN(S(=O)(=O)N(C)C)C1 (stereo not drawn)
→ .	1.5%	-2%	4	3	-8%	18	0	3%
[32] O=C(O)CC(CC(=O)O)(C(=O)O)c1ccccc1
→ -3	5.3%	-2%	5	2	-10%	-19	-2	0%
[33] N#Cc1c(C(F)(F)F)cc(-c2cccs2)nc1SCC(=O)O
→ -1	1.1%	-1%	1	3	-14%	13	5	1%
[34] CCOC(=O)C1(C)NC(c2ccc(N(C)C)cc2)C2C(=O)N(c3ccc(OC)cc3)C(=O)C21 (stereo not drawn)
→ -1	1.1%	-4%	-10	3	.	9	-1	0%
[35] CCN(CC)C(=O)c1sc2c(c1C)c(=O)n(Cc1ccccc1)c(=O)n2Cc1ccc(Cl)cc1
→ .	0.1%	-1%	-12	4	2%	6	2	0%
[36] CC1(C)CC(=O)c2sc(NS(C)(=O)=O)nc2C1
→ 2	1.8%	-3%	4	2	-8%	-6	-1	0%
[37] O=C(C1CCCN1S(=O)(=O)c1cccc2cccnc12)N1CCc2ccccc21 (stereo not drawn)
→ -4	2.9%	-5%	.	0	-8%	-16	-1	-3%
[38] OCCC1CN(Cc2cccc(F)c2F)CCN1CCc1ccccc1 (stereo not drawn)
→ -7	0.6%	3%	-4	1	-5%	5	-1	-4%
[39] O=C(Nc1ccc(S(=O)(=O)Nc2ccccn2)cc1)c1ccccc1
→ 2	-0.7%	-2%	-6	3	1%	1	2	-5%
[40] Cc1ccc2oc(C(=O)Nc3nnc(CC(C)C)s3)cc(=O)c2c1
→ -6	-0.6%	-2%	-1	2	-6%	-6	-1	5%
[41] CC(C)CN(C(=O)CCNC(=O)c1ccc(Cl)cc1)c1c(N)n(CC(C)C)c(=O)[nH]c1=O
→ -1	1.6%	-2%	-6	0	1%	-12	1	0%
[42] CC1CC(c2ccccc2)n2nc(NC(=O)c3ccco3)nc2N1 (stereo not drawn)
→ 2	-1.8%	-2%	2	1	1%	4	-4	-7%

Source: PubChem BioAssay (National Center for Advancing Translational Sciences (NCATS))

This is a subset. The share of hits here may be higher or lower than overall.
